AmpC detergent: blocks E. coli AmpC beta-lactamase in detergent assay | P00811 | AmpC hydrolysis of nitrocefin, absorbance 480 nm, 0.01% Triton | Potency, µM (highest dose often 114 µM), without a hit: at the highest dose activity change, negative = inhibition, actives largely listed as inhibitors | 370,000 compounds, 0.041% hits; active means well fitted inhibition curve with a large enough effect; inconclusive means small, poorly fitted or top-dose-only effect;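 further: potency means the concentration at half of the fitted maximal effect; 0% = no-compound wells and -100% = no-enzyme wells; nearly all actives have a fitted effect of over 25% in size; some results filed as inactive show a strong effect at the top dose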
Target sequence (P00811 whole entry, looked up): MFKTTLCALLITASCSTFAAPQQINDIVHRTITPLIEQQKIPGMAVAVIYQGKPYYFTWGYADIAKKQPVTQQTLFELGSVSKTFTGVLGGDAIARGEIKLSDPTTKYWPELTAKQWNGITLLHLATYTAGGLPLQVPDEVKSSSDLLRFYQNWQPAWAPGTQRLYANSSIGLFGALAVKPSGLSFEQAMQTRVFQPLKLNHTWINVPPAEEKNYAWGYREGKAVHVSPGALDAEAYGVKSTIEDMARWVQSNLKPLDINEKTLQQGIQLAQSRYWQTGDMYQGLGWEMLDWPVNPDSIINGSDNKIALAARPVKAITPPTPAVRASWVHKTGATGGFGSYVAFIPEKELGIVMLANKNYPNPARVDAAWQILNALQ
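20 mM phosphate pH 7.0 + 0.01% (detergent screen) or 0.0001% Triton X-100; 5.3 nM AmpC reagent; cpd preinc 15 min RT; nitrocefin (800 uM stock) to start; A480 q20 s × 4 min; Activity was normalised to no-enzyme and no-compound control wells.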
HCMV antiviral: inhibitors of human cytomegalovirus; HFF cells, HCMV-luciferase reporter, 72 h; stronger effect = lower value; activity change, negative = inhibition, % at 57.5 µM; 410,000 compounds, 4.5% hits; in the data active means activity change below about -60%; inconclusive means no clear call, values can overlap the other calls; inactive means above about -39%
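Compounds were evaluated in HFFs infected with an HCMV luciferase reporter virus (MOI 1 PFU/cell). Luciferase in lysates collected 72 h post infection served as the replication measure.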
An asterisk follows results filed as active; ? = inconclusive; [ ] = remark or other dose. Unless noted, on the % scale 0 is the no-effect control and ±100 the full control effect.

SMILES	AmpC detergent	HCMV antiviral
Cc1nn2c(=O)cc(COC(=O)c3ccccc3NC(=O)C3CCCCC3)nc2s1	3%	-34
CCCCCNC(=O)c1c[nH]c2ccc(S(=O)(=O)N3CCC(C)CC3)cc2c1=O	3%	9
Cc1ccc(NC(=O)CN2C(=O)C(c3ccc(C)cc3)=NC23CCCCCC3)cc1	-3%	-20
Cc1nn(C(=O)c2cccc(F)c2)c(C)c1S(=O)(=O)N1CCOCC1	19%	-81*
Cc1nn(S(=O)(=O)c2ccc(F)cc2)c(C)c1S(=O)(=O)N1CCCCCC1	-2%	20
O=C(NCCc1ccc(Cl)cc1)C(=O)NCC(c1ccc2c(c1)OCO2)N1CCOCC1 (stereo not given)	3%	23
O=C(Nc1ccc2nc(SCC(=O)N3CCCC3)sc2c1)c1ccccc1F	4%	-1
CCCCC(CC)CNC(=O)CN(C)S(=O)(=O)c1ccc2c(c1)c(=O)n(C)c(=O)n2C (stereo not given)	16%	?
COc1ccc(-n2c(=O)c3ccccc3n(Cc3ccccc3C)c2=O)c(OC)c1	4%	?
Cc1ccccc1CNC(=O)c1ccc2c(c1)N(Cc1ccccc1)CCS2	22%	-34
CC1CN(C(=O)N2CCC(C(=O)NCc3cccs3)CC2)c2ccccc2O1 (stereo not given)	21%	8
CCCCN(CC)CCCNC(=O)CCN1N=C(c2ccc(OC)cc2)CCC1=O	-3%	-29
COc1ccc(OCC(=O)N2CCN(C(=O)c3ccc(OC)cc3)CC2)cc1	-2%	3
CC1=C(C(=O)Nc2ccccc2C)C(c2ccncc2)n2nc(SCc3ccccc3Cl)nc2N1 (stereo not given)	?	-3
CCOc1ccccc1N1CC(c2nc3ccccc3n2CCCCOc2cc(C)ccc2C)CC1=O (stereo not given)	31%[activator]	-20
COc1ccc(-c2nc3ccccc3o2)cc1NC(=O)COc1cc(C)cc(C)c1	-6%	35
CCOC(=O)c1ccc(OCC2c3cc(OC)c(OC)cc3CCN2C(=O)Cc2ccc(OC)c(OC)c2)cc1 (stereo not given)	1%	21
CCOC(=O)c1ccc(NC(=O)C2CCCN(c3ncnc4onc(-c5ccc(F)cc5)c34)C2)cc1 (stereo not given)	5%	3
CC(=O)c1ccc(NC(=O)c2cnn(-c3cccc(F)c3)c2-n2cccc2)cc1	-4%	?
O=C(NCCc1csc(-c2cccc(F)c2)n1)c1ccccc1C(F)(F)F	3%	?
COc1cccc2cc(-c3nc(Nc4cccc(C)c4)sc3C)c(=O)oc12	10%	-13
Cc1ccc(CO)cc1Nc1ncnc2onc(-c3ccc(F)cc3)c12	-5%	3
COc1ccc(OC)c(CNC(=O)C(C)n2c(C)c3cnn(-c4ccccc4)c(=O)c3c2C)c1 (stereo not given)	-6%	-11
CC(=O)N1CCCc2cc(S(=O)(=O)N3CCC(C(=O)NC4CCCCC4)CC3)ccc21	-9%	7
CCOC(=O)c1c(S(=O)(=O)NCC(=O)Nc2cccc(SC)c2)c(C)n(C)c1C	6%	-8

Looked up above:
`CC1=C(C(=O)Nc2ccccc2C)C(c2ccncc2)n2nc(SCc3ccccc3Cl)nc2N1` (stereo not given) – HCMV antiviral = -3
`COc1ccc(OC)c(CNC(=O)C(C)n2c(C)c3cnn(-c4ccccc4)c(=O)c3c2C)c1` (stereo not given) – HCMV antiviral = -11
`CC(=O)N1CCCc2cc(S(=O)(=O)N3CCC(C(=O)NC4CCCCC4)CC3)ccc21` – AmpC detergent = -9%
`COc1ccc(-n2c(=O)c3ccccc3n(Cc3ccccc3C)c2=O)c(OC)c1` – AmpC detergent = 4%

(listing goes on)
SMILES	AmpC detergent	HCMV antiviral
COc1ccc(-n2cc(-c3ccc4c(c3)OCO4)n(CC(=O)Nc3cccc(C)c3)c2=O)cc1	16%	22
Cc1c(Cl)cccc1NC(=O)CCS(=O)(=O)c1cccc2nsnc12	2%	-12
Cc1ccc(NC(=O)c2ccc(=O)n(CC(=O)Nc3cc(C)cc(C)c3)n2)cc1	8%	47
Cc1ccc(CNC(=O)Cn2cc3c(n2)-c2c(oc(C(=O)N4CCOCC4)c2C)CC3)cc1	-7%	?
COc1ccc(CCNc2nc3c(c(=O)n(C)c(=O)n3C)n2Cc2ccccc2Cl)cc1OC	23%	-33
CC1(C)CC(=O)c2cc(-c3nc(-c4ccc(Cl)cc4)cs3)c(=O)n(-c3ccc(Cl)cc3)c2C1	8%	-13
COCCNc1ncnc2onc(-c3ccc(F)cc3)c12	28%	-23
O=C(CSc1nc(-c2cccs2)nc2cc(=O)[nH]n12)Nc1ccccc1	-4%	-11
O=S(=O)(c1ccc(F)cc1)N1CCC(Oc2ccc(-n3cnnn3)cc2)CC1	-5%	-18
COc1ccc(C)cc1NC(=O)Cn1c(=O)cc(C)c2c(C)nn(C)c21	20%	?
CCCN(CCC)C(=O)c1c[nH]c2ccc(S(=O)(=O)N(C)c3ccc(Cl)cc3)cc2c1=O	6%	0
O=C(CCC1N=C2c3ccccc3N=C(SCc3cccc(F)c3)N2C1=O)NC1CCCCC1 (stereo not given)	-6%	13
COc1ccccc1CNC(=O)c1cccn1-c1nnc(N2CCCC2)s1	5%	?
COc1ccc(-n2nc(C(=O)Nc3cccc(C(F)(F)F)c3)c3c4ccccc4n(C)c3c2=O)cc1	-2%	-5
O=C(NC1CCN(Cc2ccccc2)CC1)c1ccc(Cn2c(=O)c3ccccc3n(Cc3ccc(F)cc3)c2=O)cc1	3%	11
Cc1ccc(NC(=O)Cn2cc3c(n2)CCC(C)C3)cc1C (stereo not given)	19%	9
CCc1cccc(NC(=O)COc2cc(=O)n(CC)c3ccccc23)c1	-12%	12
CCN(CC)c1cc(C)c2cc(NC(=O)c3cccc(F)c3)ccc2n1	-2%	?
COc1ccccc1N1CCN(C(=O)CCc2nnc3n(C)c(=O)c4sccc4n23)CC1	-12%	-3
O=C(Cn1c(=O)n(Cc2ccccc2)c(=O)c2sc3ccccc3c21)Nc1ccccc1F	15%	21
O=[N+]([O-])c1ccc(S(=O)(=O)N2CCn3cccc3C2c2ccccc2F)cc1 (stereo not given)	10%	-2
COc1ccccc1N1CCN(C(=O)c2cn(C)c3ccc(S(=O)(=O)N(C)C4CCCCC4)cc3c2=O)CC1	3%	17
Cc1ccc(CCNC(=O)c2cn(C)c3ccc(S(=O)(=O)N(C)C4CCCCC4)cc3c2=O)cc1	1%	-7
Cc1cc(-c2ccc(C)c(S(=O)(=O)NC(c3cccs3)C(C)C)c2)on1 (stereo not given)	-7%	-26
Cc1ccc(Cl)cc1NS(=O)(=O)c1ccc2c(c1)NC(=O)CCS2	0%	-6

Ordered by number of heavy atoms (largest number first): 5 of the compounds above.
SMILES	AmpC detergent	HCMV antiviral
O=C(CCC1N=C2c3ccccc3N=C(SCc3cccc(F)c3)N2C1=O)NC1CCCCC1 (stereo not given)	-6%	13
CCCN(CCC)C(=O)c1c[nH]c2ccc(S(=O)(=O)N(C)c3ccc(Cl)cc3)cc2c1=O	6%	0
O=[N+]([O-])c1ccc(S(=O)(=O)N2CCn3cccc3C2c2ccccc2F)cc1 (stereo not given)	10%	-2
COc1ccc(C)cc1NC(=O)Cn1c(=O)cc(C)c2c(C)nn(C)c21	20%	?
Cc1c(Cl)cccc1NC(=O)CCS(=O)(=O)c1cccc2nsnc12	2%	-12

(further entries)
SMILES	AmpC detergent	HCMV antiviral
Cc1ccccc1-c1nc2scc(CCNS(=O)(=O)c3ccccc3)n2n1	1%	-2
O=C1CC(c2ccccc2)Cc2[nH]c(=O)c(-c3nc(-c4ccc(Cl)cc4)cs3)cc21 (stereo not given)	15%	27
COC(=O)c1c(-c2cccs2)csc1NC(=O)COc1ccc(C)cc1	3%	-1
Cc1cccc(OCC(=O)NCc2ccc3c(c2)CCN3C(=O)c2ccc(Cl)cc2)c1	4%	23
Cc1ccc(-n2c(=O)c3c(c4cc(C)ccc4n3C)n(CC(=O)NCc3ccccc3)c2=O)cc1	-8%	15
Cc1ccccc1Cn1cc(S(=O)(=O)c2ccc(Cl)cc2)c(=O)c2cc3c(cc21)OCO3	8%	14
CC1=C(c2ccc(C(C)C)cc2)S(=O)(=O)NC1=NCc1ccc(OC(C)C)cc1	26%	5
CCc1ccccc1NC(=O)CSc1ncccc1C(=O)O	3%	7
Cc1ccc(CSCCC(=O)N2CCN(c3ccc(F)cc3)CC2)cc1	-4%	?
Cc1cccc(N2CCN(C(=O)Cn3nc(C)c4sc5ccccc5c4c3=O)CC2C)c1 (stereo not given)	24%	6
O=C(Nc1ccc(O)c(-c2nc3ccccc3o2)c1)c1cccs1	3%	12
COc1ccc(OC)c(NC(=O)Cn2cc(C(=O)c3ccc(Cl)cc3)c(=O)c3cc(OC)ccc32)c1	3%	-20
Cc1onc(-c2ccccc2Cl)c1C(=O)Oc1ccccc1F	1%	-12
CCc1cnc2c(c1SCC(=O)Nc1cc(Cl)ccc1OC)c(=O)n(C)c(=O)n2C	5%	-6
COc1cccc(N2CCN(C(=O)c3ccc(Cn4c(=O)[nH]c5cc(OC)c(OC)cc5c4=O)cc3)CC2)c1	2%	-9
COc1ccc(-c2nc(CSc3nnc(C)n4c3cc3sccc34)c(C)o2)cc1	1%	33
COc1ccc(-c2cnc(C)o2)cc1S(=O)(=O)Nc1cccc(C(F)(F)F)c1	7%	-16
COc1ccc(CNC(=O)Cc2c(C)c3ccc(O)cc3oc2=O)cc1	16%	5
Cc1cc(C)cc(Nc2nc3ccccc3nc2-n2nc(C)cc2C)c1	-5%	4
Cc1ccc(C)c(Cn2c(=O)n(CCc3ccccc3)c(=O)c3c(C)c(C)sc32)c1	22%	-3
Cc1ccccc1Nc1nn2c(=O)c3ccc(C(=O)NCCc4ccc(Cl)cc4)cc3nc2s1	-8%	-9
CCc1ccc(-c2cc3c(N4CCN(c5ccccc5)CC4)nccn3n2)cc1	-6%	-5
CCOc1ccc(C2C(C(=O)Nc3ccccc3)=C(C)Nc3nc(SCc4cccc(OC)c4)nn32)cc1 (stereo not given)	6%	2
Cc1cccn2c(=O)cc(COc3cccc(NC(=O)c4cccc(Cl)c4)c3)nc12	1%	0
COc1cccc(CNc2nccn(-c3ccc(OC)c(OC)c3)c2=O)c1	8%	13

Continuation.
SMILES	AmpC detergent	HCMV antiviral
CCC(CC)C(=O)N1CCc2cc(OC)c(OC)cc2C1COc1ccc2c(C)cc(=O)oc2c1 (stereo not given)	10%	3
Cc1ccc2c(c1)c(=O)c1ccccc1n2CCCC(=O)Nc1c(F)cccc1F	1%	-16
CCc1ccccc1N(C)C(=O)c1ccc2c(=O)n3c(nc2c1)CCCCC3	-3%	-38
CC1=C(c2ccc(C(C)C)cc2)S(=O)(=O)NC1=NCc1ccccc1C	3%	-19
Cc1ccc2oc(-c3ccc(NC(=O)CCC(=O)O)cc3)nc2c1	2%	64
CC1Cc2cc(S(=O)(=O)CCC(=O)NCc3ccccc3Cl)ccc2N1C(=O)C1CC1 (stereo not given)	15%	14
Cc1cccc(NC(=O)Cn2c(=O)n(Cc3ccccc3)c(=O)c3oc4ccccc4c32)c1C	-12%	3
CCOC(=O)c1cc(-c2ccccc2)nn1Cc1ccccc1	9%	59
COc1cccc(CNC(=O)C2CCN(c3nc4ccc(Cl)cc4[nH]3)CC2)c1	14%	0
Cc1c(-c2nc(-c3ccccc3)no2)nnn1-c1ccc(F)c(Cl)c1	-1%	33
Cn1c(-n2cccc2)c(-c2c(-c3ccccc3)[nH]c3c2c(=O)n(C)c(=O)n3C)c(=O)n(C)c1=O	4%	0
CN(C)CCn1c2c(c(SCC(=O)Nc3ccc(F)cc3F)nc1=O)CCC2	-2%	3
CCCC(=O)N(c1ccc2oc3c(c2c1)CCCC3)S(=O)(=O)c1cc(C)ccc1C	7%	3
CCc1ccccc1NC(=O)Cn1ncc2c(C)n(Cc3ccccc3F)c(C)c2c1=O	3%	15
CCc1ccc(NC(=O)CSC2=Nc3ccccc3C3=NC(CCC(=O)NCCc4ccccc4)C(=O)N23)cc1 (stereo not given)	8%	-9
CCc1cccc(C)c1NC(=O)C(CC)n1ncn2c(cc3cc(C)ccc32)c1=O (stereo not given)	12%	-2
CCc1ccc(S(=O)(=O)Nc2cc3c(cc2C)n(C)c(=O)c(=O)n3C)cc1	0%	6
COc1cccc(N2CCN(S(=O)(=O)c3ccc4c(c3)CCCN4C(C)=O)CC2)c1	-1%	-9
CCOc1ccc(-c2nnc(SCC(=O)NCCC(C)C)nc2-c2ccc(OCC)c(OC)c2)cc1OC	-8%	-3
CCOC(=O)Cn1c(=O)n(-c2cccc(Cl)c2)c2nc(-c3ccccc3Cl)nc(C(N)=O)c21	2%	-12
Cc1ccc(NC(=O)CSc2nc(-c3ccco3)cc(C(F)(F)F)n2)c(C)c1	19%	-9
O=C(Cc1ccccc1)Nc1cccc(-c2nc3cccnc3s2)c1	3%	56
CCCN1C(=O)C(O)(CC(=O)c2ccc(CC)cc2)c2ccccc21 (stereo not given)	3%	-12
O=C(CSc1nc(-c2ccco2)nc2cc(=O)[nH]n12)Nc1ccccc1F	-1%	-11
COc1cccc(CCNC(=O)c2cnc3sc(N4CCOCC4)nn3c2=O)c1	-4%	14
CCOC(=O)c1cc(-c2ccccc2)n(-c2cccc(C(=O)Nc3cccc(SC)c3)c2)c1C	9%	?

2 compounds picked at random from the list so far:
SMILES	AmpC detergent	HCMV antiviral
Cc1ccc2c(c1)c(=O)c1ccccc1n2CCCC(=O)Nc1c(F)cccc1F	1%	-16
CCOC(=O)c1cc(-c2ccccc2)n(-c2cccc(C(=O)Nc3cccc(SC)c3)c2)c1C	9%	?

These rows are one share of the data; count on the stated rates, not on these rows.
